MIN6 prolif: induces beta-cell replication in MIN6 cells. proliferation, % at 10 µM. hit rate 0.29% among 330,000. MIN6 cells proliferation, ATPlite luminescence, 48 h; cells starved in 0.2% serum; 100% = growth in 10% serum. AID 2380;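 active = compounds whose signal lies at least 3.5 SD above the mean of all wells on their plate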;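 also: 0% = DMSO-treated cells in low-serum medium and 100% = 10% serum control; some compounds called inactive have numbers as strong as hits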
A3G deaminase: blocks human APOBEC3G single-stranded DNA deamination; Q9HC16; recombinant A3G, ssDNA deamination FAM/TAMRA fluorescence; inhibition, % at 20 µM; hit rate 0.28% among 330,000;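 active = inhibition of at least 40% at 20 µM, with no more than 30% in the related APOBEC3A deaminase screen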;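 also: plate controls were DMSO wells with A3G for no effect and wells lacking A3G enzyme for full effect; some compounds called inactive have numbers as strong as hits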
Target sequence (Q9HC16 whole entry, looked up): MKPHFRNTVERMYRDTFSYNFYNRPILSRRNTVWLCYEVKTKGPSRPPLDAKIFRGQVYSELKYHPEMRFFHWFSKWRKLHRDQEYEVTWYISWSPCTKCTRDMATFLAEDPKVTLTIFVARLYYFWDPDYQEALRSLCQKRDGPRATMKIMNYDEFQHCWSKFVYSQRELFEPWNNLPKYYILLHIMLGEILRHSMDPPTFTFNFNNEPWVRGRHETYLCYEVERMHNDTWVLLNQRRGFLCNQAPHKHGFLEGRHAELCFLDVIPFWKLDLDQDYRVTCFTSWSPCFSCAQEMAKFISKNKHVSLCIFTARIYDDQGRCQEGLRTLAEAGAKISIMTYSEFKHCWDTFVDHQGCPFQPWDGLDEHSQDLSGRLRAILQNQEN
mIAP block: mouse IAP inhibition; purified mouse IAP, CDP-Star luminescence, 30 min; inhibition, % at 10 µM; hit rate 0.2% among 330,000; AID 2806;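 active = inhibition of at least 40% at 10 µM in the primary screen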;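 also: plate controls were DMSO with enzyme for no effect and no enzyme wells for full effect; values of inactives mirror those of a sister screen read the other way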
APOBEC3A inh: inhibitors of human APOBEC3A DNA deaminase. P31941. recombinant A3A, FAM/TAMRA ssDNA deamination fluorescence. inhibition, % at 20 µM. hit rate 0.41% among 330,000. AID 493011;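 active = at least 40% inhibition at 20 µM here, with at most 30% in a related deaminase screen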;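 also: plate controls were A3A with DMSO for no effect and wells lacking A3A enzyme for full effect; some results filed as inactive read as strong as hits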
hIAP inh: human IAP inhibition | AID 2544 | purified IAP, CDP-Star luminescence, 30 min | hit rate 0.12% among 330,000 | inhibition, % at 10 µM | P09923;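 active = inhibition reaching a set limit with compound at 10 µM in the primary screen, cut at about 35% in these data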;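 also: plate controls were DMSO wells with enzyme for no effect and no-enzyme buffer wells for full effect; values of inactives mirror those of a sister screen read the other way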
Target sequence (P09923 whole entry, looked up): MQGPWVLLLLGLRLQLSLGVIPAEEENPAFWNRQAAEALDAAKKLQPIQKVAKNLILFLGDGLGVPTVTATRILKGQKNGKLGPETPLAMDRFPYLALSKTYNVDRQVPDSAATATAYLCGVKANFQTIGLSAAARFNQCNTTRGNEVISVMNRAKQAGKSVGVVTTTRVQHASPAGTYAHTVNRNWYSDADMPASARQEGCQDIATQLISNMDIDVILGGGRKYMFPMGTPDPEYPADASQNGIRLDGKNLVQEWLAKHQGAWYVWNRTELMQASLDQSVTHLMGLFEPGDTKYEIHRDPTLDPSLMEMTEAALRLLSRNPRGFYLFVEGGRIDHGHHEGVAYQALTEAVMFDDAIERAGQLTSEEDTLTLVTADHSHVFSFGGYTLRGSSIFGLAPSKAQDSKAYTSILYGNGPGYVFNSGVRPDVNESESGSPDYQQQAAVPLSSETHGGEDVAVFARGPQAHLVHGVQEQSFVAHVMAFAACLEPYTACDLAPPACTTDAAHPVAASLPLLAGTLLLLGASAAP
tim10-1 inh: inhibits growth of tim10-1 mutant yeast | S. cerevisiae tim10-1 ts strain growth, BacTiter-Glo, 24 h | inhibition, % at 20 µM | hit rate 2.2% among 330,000 | AID 463190;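 active = inhibition of at least 40%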;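 also: mutant grown at 25 °C; 0% = DMSO wells with yeast and 100% = wells holding no yeast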
TIM10 inh: inhibits growth of TIM10 yeast strain. S. cerevisiae TIM10 strain growth, BacTiter-Glo luminescence, 24 h. inhibition, % at 10 µM. hit rate 1.4% among 330,000;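 active = inhibition of 40% or more at the single tested concentration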;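 also: wild-type TIM10 isogenic control strain grown at permissive 25 °C; 0% = DMSO yeast wells and 100% = minimal medium wells without yeast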
NLRP3 yeast inh: inhibitors of NALP3 inflammasome in yeast; hit rate 0.39% among 330,000; AID 2825; Yeast reconstituted NLRP3/ASC/caspase-1, beta-gal luminescence, 24 h; inhibition, % at 10 µM;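 active = inhibition of 50% or more; inactive = inhibition below 50%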;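 also: plate controls were induced DMSO wells for no effect and uninduced yeast grown without galactose for full effect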
mIAP activ: mouse IAP activation; muIAP, CDP-Star luminescence, 30 min; hits give high values; 1 = vehicle-only enzyme signal, 0 = enzyme-free wells; activation factor at 10 µM; hit rate 0.24% among 330,000; AID 2805;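 active = activation factor of at least 2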; also: the source names both 10 and 20 µM as test concentration; values of inactives mirror those of a sister screen read the other way
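Assay system: mouse IAP enzyme; Reagent: CDP-Star chemiluminescent phosphatase substrate; Compound: DMSO-dissolved test compounds; Incubation: 30 min, room temperature; Technique: luminescence from enzymatic CDP-Star hydrolysis; Controls: DMSO-only wells and no-enzyme negative control.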
* = called active by the depositor; & = joins results of further samples.

SMILES	MIN6 prolif	A3G deaminase	mIAP block	APOBEC3A inh	hIAP inh	tim10-1 inh	TIM10 inh	NLRP3 yeast inh	mIAP activ
O=C(c1ccccc1)C(Nc1ccccn1)c1ccccc1 (stereo not given)	0	-5	-15	-5	2	25	-8	-50	1.2
COc1ccc(-c2ccc3c(c2)S(=O)(=O)c2cccc(C(=O)NCCOc4ccccc4Cl)c2C3=O)cc1OC	-6	-7	5	1	7	-16	-38	9	0.95
Cc1oc2c(CN3CCOCC3)c(O)ccc2c(=O)c1-c1ccc(Cl)cc1	-2	-3	-4	0	-14	19	3	12	1
CCc1ccc(C(=O)NC(CC(C)C)C(=O)O)cc1 (stereo not given)	-3	-5	4	0	20	0	-5	13	0.96
CC(OC(=O)c1cccs1)C(=O)NCC1CCCO1 (stereo not given)	-1	-2	-12	-1	6	20	-13	11	1.1
CC1(C)Cc2nc3n[nH]c(N)c3cc2CO1	-3	-1	-4	4	6	0	-7	10	1
CC(C)(C)NC(=O)CN(C(=O)C1CSC(=O)C1)c1ccccc1F (stereo not given)	2	-11	3	-3	12	-3	-4	10	0.97
O=C(COC(=O)C1=COCCO1)Nc1ccc(F)cc1	1	0	2	1	3	-4	7	10	0.98
CS(=O)(=O)N1CCC(NC(=O)Nc2ccc(OC(F)(F)F)cc2)CC1	2	-4	-36	1	-23	0	-9	-4	1.4
Cc1ccc(NC(=O)C2CC(=O)N(c3ccc4c5c(cccc35)CC4)C2)cc1 (stereo not given)	-3	0	-31	-2	5	23	26	17	1.3
COc1ccc(-c2cc3nc4ccccc4n3c(N)c2C#N)cc1	-5	5	-5	5	-14	23	1	68*	1.1
O=C(NCCc1c[nH]c2ccccc12)c1cccc(Br)c1	1	5	-7	2	3	31	4	7	1.1
Cc1ccc(CNCc2ccc3c(c2)OCO3)c(C)c1	-1	8	-4	-3	-6	6	10	27	1
Cc1ccc(NC(=O)/C(=C/c2cccs2)NC(=O)c2ccco2)c(C)c1	0	1	-1	5	12	8	0	19	1
O=C(Oc1ccccc1)c1ccc(COC(=O)c2cnccn2)cc1	0	1	-14	0	-1	26	-12	26	1.1

Compound profiles, as listed above. Order of screens: MIN6 prolif, A3G deaminase, mIAP block, APOBEC3A inh, hIAP inh, tim10-1 inh, TIM10 inh, NLRP3 yeast inh, mIAP activ
`Cc1ccc(NC(=O)/C(=C/c2cccs2)NC(=O)c2ccco2)c(C)c1` is listed with 0, 1, -1, 5, 12, 8, 0, 19, 1
`CC(C)(C)NC(=O)CN(C(=O)C1CSC(=O)C1)c1ccccc1F` (stereo not given) is listed with 2, -11, 3, -3, 12, -3, -4, 10, 0.97
`CCc1ccc(C(=O)NC(CC(C)C)C(=O)O)cc1` (stereo not given) is listed with -3, -5, 4, 0, 20, 0, -5, 13, 0.96
`COc1ccc(-c2cc3nc4ccccc4n3c(N)c2C#N)cc1` is listed with -5, 5, -5, 5, -14, 23, 1, 68*, 1.1
`O=C(Oc1ccccc1)c1ccc(COC(=O)c2cnccn2)cc1` is listed with 0, 1, -14, 0, -1, 26, -12, 26, 1.1

The main list resumes with the 5 entries that preceded the break.
SMILES	MIN6 prolif	A3G deaminase	mIAP block	APOBEC3A inh	hIAP inh	tim10-1 inh	TIM10 inh	NLRP3 yeast inh	mIAP activ
COc1ccc(-c2cc3nc4ccccc4n3c(N)c2C#N)cc1	-5	5	-5	5	-14	23	1	68*	1.1
O=C(NCCc1c[nH]c2ccccc12)c1cccc(Br)c1	1	5	-7	2	3	31	4	7	1.1
Cc1ccc(CNCc2ccc3c(c2)OCO3)c(C)c1	-1	8	-4	-3	-6	6	10	27	1
Cc1ccc(NC(=O)/C(=C/c2cccs2)NC(=O)c2ccco2)c(C)c1	0	1	-1	5	12	8	0	19	1
O=C(Oc1ccccc1)c1ccc(COC(=O)c2cnccn2)cc1	0	1	-14	0	-1	26	-12	26	1.1
COC(=O)c1ccc(CSc2nnc3ccccn23)o1	-1	3	-6	6	16	-5	-8	14	1.1
CCOC(=O)C1=C(C)NC(C)=C(C(=O)OCC)C1c1ccc([N+](=O)[O-])s1	-4	-6	20	1	12	2	9	9	0.8
O=C1CN(CC(=O)Nc2ccc(Cl)cc2)CCN1	-1	-4	4	-2	4	5	9	4	0.96
O=C(N/N=C/c1ccco1)c1ccc(OCc2ccccc2)cc1	-2	-5	4	-3	-2	-26	16	24	0.96
COc1ccc(C2OC(=O)CC2C(=O)NC2CCCC(C)C2C)cc1OC (stereo not given)	-2	-9	-13	-5	-4	13	7	9	1.1
CCOC(=O)c1sc(NC(=O)COc2ccc3c(c2)OCO3)nc1C	0	-7	-2	-1	-4	-9	-17	1	1
O=C(CSc1ccc2c(c1)OCCO2)N1CCN(c2ccccc2)CC1	5	3	1	1	14	27	6	14	0.99
O=C(/C=C/c1ccc(Cl)cc1)NC(=S)Nc1ccc(CN2CCOCC2)cc1	-3	-5	10	5	-4	36	-10	16	0.9
CCc1nc2ccccc2c(C(=O)NCc2ccccc2)c1C	0	-5	-6	1	8	14	12	4	1.1
O=C(Nc1ccnn1C1CCN(C/C=C/c2ccccc2)CC1)c1cccc(F)c1	-1	-6	-1	0	-7	4	3	13	1
COc1ccc(N(C)C(=O)CCC(=O)Nc2ccc3nc(N4CCOCC4)cc(C)c3c2)c(OC)c1	-2	-6	5	-5	6	10	8	9	0.95
N#Cc1cccc(C(=O)Nc2ccc(S(=O)(=O)Nc3nccs3)cc2)c1	0	-6	-11	-4	-24	14	5	6	1.1
CCOc1ccccc1N1C(=O)c2ccc(C(=O)Nc3cccnc3)cc2C1=O	1	-3	-3	2	6	6	13	13	1
S=c1[nH]nc(CCCc2n[nH]c(=S)o2)o1	3	15	3	3	-15	7	9	11	0.97
COc1ccc(CC(NC(C)=O)C(=O)NC2CCN(C(=O)c3ccccc3F)CC2)cc1 (stereo not given)	-1	-6	-1	-1	-26	-15	4	11	1
CC(=O)c1c(C)[nH]c(C(=O)OC2CCOC2=O)c1C (stereo not given)	0	0	0	-2	-8	8	-1	7	1
CCOC(=O)c1cccc(NC(=O)CSc2nnc(-c3ccncc3)n2CCCOC)c1	3	-6	-6	-1	-2	10	-4	0	1.1
Cc1ccc(NC(=O)c2ccccc2OCC(=O)Nc2cccc(Cl)c2C)nc1	1	-7	-3	-4	10	13	21	3	1
O=C1CN(C(=S)NC(=O)c2ccc(-c3ccccc3)cc2)CCN1	0	-6	-18	-8	-18	-3	-10	6	1.2
CCn1c(C)c2c(C)nnc(C)c2c1C	4	-4	3	1	9	-3	-6	9	0.97
Cc1cccc(NC(=O)CSc2nnc(CNC(=O)c3ccco3)o2)c1	-3	-7	3	-4	29	20	3	-3	0.97
COC(=O)c1ccc(CNC(=O)C2CCC(=O)N(CCN3CCOCC3)C2)cc1 (stereo not given)	-1	-1	2	-6	-16	0	-3	-4	0.98
O=C(NCC1CCCO1)c1ccc(Oc2ccc([N+](=O)[O-])cc2)cc1 (stereo not given)	-1	1	-9	5	-8	-2	-4	11	1.1
Cc1oc(-c2ccccc2F)nc1CS(=O)(=O)CC(=O)NCCCN1CC(C)CC(C)C1 (stereo not given)	-4	-4	-8	0	-32	5	3	-7	1.1
Cc1ccc(-c2[nH]ncc2CN2CCN(C(=O)c3cccs3)CC2)cc1C	-2	-11	-6	-4	4	0	1	4	1.1
CN(C)C(=O)c1cc(C(=O)c2ccc(C(F)(F)F)cc2F)c[nH]1	1	-5	5	-2	-6	6	7	2	0.95
NC(=O)C1CCN(CC(=O)Nc2nccs2)CC1	0	-2	2	-1	-12	-6	-2	24	0.98
O=C(O)CCN(CCC(=O)O)c1nnc(SCc2ccccc2)s1	-2	3	-5	1	-12	11	-3	-9	1
O=C(NCCC1=CCCCC1)c1cccc(S(=O)(=O)N2CCCCC2)c1	-4	-4	4	1	9	29	18	16	0.96
C=CCn1c(C2CC2)n[nH]c1=S	-2	-5	-3	0	2	7	8	14	1

The last 2 entries of the section above are carried over, then new ones follow.
SMILES	MIN6 prolif	A3G deaminase	mIAP block	APOBEC3A inh	hIAP inh	tim10-1 inh	TIM10 inh	NLRP3 yeast inh	mIAP activ
O=C(NCCC1=CCCCC1)c1cccc(S(=O)(=O)N2CCCCC2)c1	-4	-4	4	1	9	29	18	16	0.96
C=CCn1c(C2CC2)n[nH]c1=S	-2	-5	-3	0	2	7	8	14	1
C=CCSc1ncccc1C(=O)NCCc1ccccc1	2	-7	1	0	6	-9	-2	14	0.99
Cc1ccc(S(=O)(=O)NC(=NCC(=O)O)c2ccccc2)cc1	-3	-4	-2	-5	-11	3	-15	8	1
CCCCS(=O)CC(CS(=O)CCCC)OC(=O)c1ccccc1 (stereo not given)	-1	-7	3	-4	-6	4	-1	20	0.97
CCN(CC(=O)NCc1ccc(F)cc1)C(=O)c1oc2ccccc2c1C	1	-5	-3	5	-10	0	-2	14	1
Cc1c(C(=O)O)oc2c1C(O)CC(C)(C)C2 (stereo not given)	-1&-2	-4&-3	-2&6	-7&-1	-18&-6	2&6	3&-18	-9&-2	1&0.94
CCOC(=O)c1ccccc1NC(=O)COC(=O)CCNS(=O)(=O)c1ccc(C)c(C)c1	-2	-7	7	4	0	22	26	18	0.93
O=c1[nH]c(SCc2n[nH]c(=S)n2-c2ccccc2)nc2ccccc12	1	60*	1	-3	10	9	-13	30	0.99
O=C(c1ccccc1)c1ccc(OCCO)cc1	-3	-5	5	1	3	3	8	11	0.95
CCn1cc(C(=O)NCCCN(CC(C)C)CC(C)C)c(=O)c2cc(S(=O)(=O)N3CCOCC3)ccc21	-5	-6	10	-3	-33	-14	1	3	0.9
C(=N\Nc1nc2ccccc2[nH]1)/C1CCCCC1	-5	-11	0	0	-25	24	11	-10	1
Cc1c(C(=O)NCCCN2CCCCC2)oc2ccc3c(c12)C(O)CC1(CCCCC1)O3 (stereo not given)	-7	1	-8	-2	-8	-8	-4	8	1.1
COc1ccc2c(c1)c(C(=O)CN1CCN(c3ccccc3)CC1)c(C)n2C	-1	-10	6	-3	1	7	0	28	0.94
O=C1c2[nH]nc(-c3ccccc3O)c2C(c2cccc(Cl)c2)N1Cc1ccco1 (stereo not given)	-6	-1	2	-3	-128	34	-5	3	0.98
O=C(N/C(=C\c1ccccc1)C(=O)N1CCCCC1)c1ccco1	0	-2	-2	0	2	2	-3	1	1
